ERK EGF block – blocks ERK signaling stimulated by EGF | Potency, µM (highest dose often 11.5 µM), for the others: at the highest dose activity change, negative = inhibition, hits mostly inhibitors | HEK293-V1b, EGF-stimulated phospho-ERK AlphaScreen | AID 1454 | 130,000 tested, 0.41% active; active = well fitted inhibition curve with a large enough effect; inconclusive = small, poorly fitted or top-dose-only effect, or effect the other way;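 also: plate controls were stimulated vehicle wells for no effect and unstimulated vehicle basal for full effect; nearly all actives have a fitted effect of over 55% in size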
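V1b-HEK293, 1% FBS o/n; cpd 30 min 37C; EGF 25 nM final, 5 min; lyse 10 min; AlphaScreen beads 5 h RT. Normalized DMSO basal vs EGF max; Hill AC50.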
Starred values were filed as active, the others as inactive; u = inconclusive; & = joins results of further samples; [ ] = remark or other dose. Potency is read from the fitted curve at half-maximal effect. This is a subset. The share of hits here may be higher or lower than overall.

SMILES	ERK EGF block
Cn1nc(C(F)(F)F)c(CO)c1Sc1ccc(F)cc1	1.1%
CC1CCCC(C)N1C(=O)c1cccc2c1-c1ccccc1/C2=N/O (configuration not stated)	-5.4%
COC(=O)N/N=C/c1cc([N+](=O)[O-])cc(Br)c1O	-5.4%
CC(C)N1CCN(Cc2ccc(-c3ccccc3Cl)o2)CC1CCO (configuration not stated)	u
O=C(O)c1cccnc1Br	-3.6%
COc1ccc(/C=C/c2nnc(NC(=O)CC(C)C)s2)cc1	0.7%[57.5 µM]
CCCN(CC(=O)Nc1cc(Cl)cc(Cl)c1)CC(=O)Nc1ccc(F)c(F)c1F	-2.4%
COc1ccc(-c2[nH]ncc2CN2CCC(N3CCSCC3)CC2)c(F)c1	2.2%
O=C(N/N=C/c1cccc(Cl)c1)c1c(O)c2c([nH]c1=O)CCCC2	-0.9%[57.5 µM]
Cc1ccc(S(=O)(=O)c2nc(-c3ccc(F)cc3)oc2SCC(=O)NCC2CCCO2)cc1 (configuration not stated)	-0.6%
CCc1ccc(NC(=O)c2cc(Br)ccc2Br)cc1	-0.1%
CCCC1(CCC)C(=O)NC(=NCCc2ccc(OC)c(OC)c2)NC1=O	4.4%
O=C1CSC(=Nc2ccccc2[N+](=O)[O-])N1	-5.2%
O=c1cc(-c2ccccc2)nc(SCCOc2ccccc2Cl)[nH]1	-3.9%
CCNC(=S)NNC(=O)CSc1nc2ccccc2[nH]1	-6.9%

A second format for 2 compounds above:
| Molecule | ERK EGF block |
| --- | --- |
| CCCC1(CCC)C(=O)NC(=NCCc2ccc(OC)c(OC)c2)NC1=O | 4.4% |
| O=C1CSC(=Nc2ccccc2[N+](=O)[O-])N1 | -5.2% |

Continued.
SMILES	ERK EGF block
CC1c2ccsc2CCN1S(=O)(=O)c1ccccc1 (configuration not stated)	16.1%[57.5 µM]
S=C(Nc1ccccc1)N1CCn2c(nc3ccccc32)C1	1.1%
O=C(N/N=C/c1cccs1)c1cnccn1	-6.0%
OC1CCN(Cc2cn(Cc3ccccc3)nc2-c2cc3ccccc3o2)CC1	2.0%
COc1ccc(CC(=O)NCc2n[nH]c(=S)n2-c2ccc(F)cc2)cc1	-8.4%
CCCCCC1CC(=O)C=C(C)C1C(=O)OC (configuration not stated)	-5.0%[57.5 µM]
CCOC(=O)c1ccccc1NC(=O)CSc1ccccc1	u
S=c1nc[nH]c2c1[nH]c1ccc(Cl)cc12	-1.5%[57.5 µM]
Cc1cc(SCC(=O)NCCC2=CCCCC2)nc2ccccc12	2.0%
CCNc1nc(N2CCCC2)nc(N2CCCC2)n1	-2.6%
CCN1CCCC1CNC(=O)C(=O)Nc1cccc(OC)c1 (configuration not stated)	27.4%
CC(NC(=O)Cc1ccccc1)C1COc2ccccc2O1 (configuration not stated)	6.6%
Cc1cc(C(=O)CSc2nc3ccccc3c(=O)[nH]2)c(C)n1CC1CCCO1 (configuration not stated)	u
Cc1ccc(C)c(SCc2nc3sc(C(=O)O)c(C)c3c(=O)[nH]2)c1	-6.2%[57.5 µM]
O=C(NNS(=O)(=O)c1ccc(F)cc1F)c1csc(-c2cccnc2)n1	0.0%[57.5 µM]
N#Cc1c(SCC(N)=O)nc2c(c1-c1ccncc1)CCCC2	-5.9%
COc1ccc(CN(C)CC(=O)Nc2sc3c(c2C#N)CCC3)cc1OC	0.7%
C/C(CC(=O)Nc1cccnc1)=N\NC(=O)C(C)Oc1ccc(Cl)cc1Cl (configuration not stated)	7.4%[57.5 µM]
COc1ccc(NC(=O)Cc2ccccc2)cn1	-1.9%
CN1C(=O)/C(=C/c2ccc(-c3ccccc3[N+](=O)[O-])o2)SC1=Nc1ccc(Cl)c(C(=O)O)c1	4.2%
Cc1nnc(N/N=C/c2ccc(-c3ccc(Br)cc3)o2)n1N	7.1%
O=C1CCC(C(=O)N2CCC(CO)(Cc3ccc(Cl)cc3)CC2)=NN1	8.5%
CS(=O)(=O)N(CCC#N)Cc1ccc(/C=C2\C(=O)Nc3ccccc32)o1	-6.3%
O=C(O)c1ccc2c(c1)C(=O)N(N1C(=O)c3ccccc3C1=O)C2=O	-3.0%
COc1ccc(S(=O)(=O)N(Cc2ccccc2)c2ccccc2C(=O)Nc2ccccc2C(=O)NCc2ccco2)cc1	2.4%
COc1ccccc1CC(=O)Nc1c[nH]c(=O)[nH]c1=O	-0.7%
COC(=O)c1ccc(C(NC(=O)OCc2ccccc2)/C(C)=C/[C@@H](C)C(=O)NCc2nn(-c3ccccc3)nc2C)cc1 (some centres not stated)	-2.6%
Cc1ccnc(NC(=O)c2cc(-n3cnnc3)ccc2Cl)c1	6.1%
COc1ccccc1-c1nc(-c2ccccc2)[nH]c(=O)c1C#N	-0.7%
CCC/C(=N\NC(=O)CNC(=O)c1ccc(Cl)cc1)c1ccccc1	2.9%

Reprinted from the part before: 7 entries, then new ones.
SMILES	ERK EGF block
O=C(O)c1ccc2c(c1)C(=O)N(N1C(=O)c3ccccc3C1=O)C2=O	-3.0%
COc1ccc(S(=O)(=O)N(Cc2ccccc2)c2ccccc2C(=O)Nc2ccccc2C(=O)NCc2ccco2)cc1	2.4%
COc1ccccc1CC(=O)Nc1c[nH]c(=O)[nH]c1=O	-0.7%
COC(=O)c1ccc(C(NC(=O)OCc2ccccc2)/C(C)=C/[C@@H](C)C(=O)NCc2nn(-c3ccccc3)nc2C)cc1 (some centres not stated)	-2.6%
Cc1ccnc(NC(=O)c2cc(-n3cnnc3)ccc2Cl)c1	6.1%
COc1ccccc1-c1nc(-c2ccccc2)[nH]c(=O)c1C#N	-0.7%
CCC/C(=N\NC(=O)CNC(=O)c1ccc(Cl)cc1)c1ccccc1	2.9%
COc1cc(O)cc(/C=C/c2ccccc2)c1	17.2%
O=C(c1cc2ncccn2n1)N1CCc2c([nH]c3ccccc23)C1c1ccccc1F (configuration not stated)	0.0%
O=C(c1ccco1)N1CCC2(CCCN(Cc3ccncc3)C2)CC1	13.0%
Cc1ccc(Sc2c(C)nn(C(=O)CNS(=O)(=O)c3ccc(F)cc3)c2C)cc1	-0.2%
CC(=O)Nc1ccc(SCC(=O)c2c(N)n(Cc3ccccc3)c(=O)n(C)c2=O)cc1	5.5%[57.5 µM]
CCOC(=O)C1(CCOC)CCN(C2C3CC4CC(C3)CC2C4)CC1 (configuration not stated)	u
CC1(C)N=c2ccc([N+](=O)[O-])c(N)c2=[N+]1[O-]	u
CNNC(=S)NCCC1=CCCCC1	-0.2%[57.5 µM]
COc1ccc(NC(=O)COC(=O)c2ncc(Cl)c(Cl)c2Cl)c(OC)c1	-9.8%
Cc1ccc(N/N=C(\C#N)C(N)=S)cc1C	2.0%
Cc1cccc(OCCC(=O)NCC(=O)Nc2cccc(C)c2C)c1	-10.9%
Cc1nc2ccsc2c(=O)n1-c1ccc(Cl)cc1	-1.2%
OCC[C@H]1C[C@H](O)[C@@H](O)[C@@]2(CCCCO2)O1	-3.6%
CCNc1nc(NCC)n2c(SCC(=O)NCC3CCCCC3)nnc2n1	12.6%
Cc1ccc(NC(=O)c2oc3ccc(S(=O)(=O)N4CCC5(CC4)OCCO5)cc3c2C)cc1C	3.0%
Cc1cccc(-n2c(-c3ccoc3C)n[nH]c2=S)c1	3.3%
CC1CCN(C(=O)Cn2cc(C#N)c3ccccc32)CC1	0.2%
COc1ccc(Cn2c(-c3ccc(OC)cc3)nc3ccccc32)cc1	3.9%
CCOc1ccc(C(=O)NCc2cccnc2)cc1[N+](=O)[O-]	-2.3%
COc1cc2c(cc1OC)C(c1cccs1)N(C(=O)c1ccncc1)CC2 (configuration not stated)	u
CCCCc1nc(Cl)c(C#N)c2c1CSC(C)(C)C2	-1.7%
CC(C)CNC(=O)C(=O)NCc1ccccn1	2.8%
O=C1CC(c2ccccc2)Cc2nc(NC3CC3)ncc21 (configuration not stated)	0.9%
COC(C[C@@H](O)C[C@H](O)[C@@H](C)OCc1ccccc1)OC	1.4%[57.5 µM]
CCCOC(=O)c1ccc(S(N)(=O)=O)o1	8.5%
N#Cc1nc(-c2ccccc2)oc1NCC1CCCO1 (configuration not stated)	0.0%
COc1cccc(C2CC(c3ccc(Cl)cc3)Nc3nc(N)nn32)c1 (configuration not stated)	5.4%
C[C@](O)(C(=O)Nc1ccc(S(=O)(=O)c2ccccc2)cc1)C(F)(F)F	6.7%
CCn1ncc(Cl)c1C(=O)NC(=S)Nc1c(C)cc(C)cc1[N+](=O)[O-]	-3.0%
Cc1cccc(C)c1NC(=O)NN=C1CCCCC1	2.7%[57.5 µM]
CCn1c(SCC(=O)Nc2ccc3c(c2)OCO3)nnc1-c1cnccn1	0.3%
CC1=C(/C=C/C(C)=C/C=C/C(C)=C\C(=O)O)C(C)(C)CCC1	5.4%&-10.2%&8.9%
O/N=C/c1ccc(OCc2ccccc2F)c(Cl)c1	2.5%
CCC(=O)Nc1ccc(-c2nc3ccccc3c(=O)o2)cc1	-7.9%
CC(C)(C)NC(=O)NC(=O)COC(=O)c1cccc(S(=O)(=O)N2CCCCC2)c1	2.4%
CCOC(=O)c1ccc(NC(=O)c2nc[nH]c2C(=O)N2CCN(C(=O)OC(C)(C)C)CC2)cc1	-8.4%[57.5 µM]
CCN1C(=O)/C(=C\c2cn(CCC#N)nc2-c2ccc(F)cc2)SC1=S	10.2%
CC(C)S(=O)(=O)c1cnc(-c2ccccn2)nc1N	0.3%[57.5 µM]
Cc1ccc(C)c(OCC(=O)N/N=C\c2cccn2C)c1	-3.7%
COc1ccc(-c2cccc(C(=O)Nc3cccc(C(=O)O)c3)c2)cc1	0.7%
Cc1ccc(N(Cc2cc3ccccc3[nH]c2=O)C(=O)c2cccs2)cc1	4.3%
CN(C)/C=C(\C#N)S(=O)(=O)c1ccc(Cl)cc1	4.9%[57.5 µM]
Cc1ccc(S(=O)(=O)Nc2ccc(N3CCN(C)CC3)nc2)cc1	4.3%
COc1cc(/C=N/NC(=O)CCOc2ccccc2C)cc(Br)c1O	-0.4%
Cc1ccc(C(C)(C)C)c(OCCCCN2CCCC2)c1	7.6%

Structures shown so far that contain a CF3 group (two):
SMILES	ERK EGF block
Cn1nc(C(F)(F)F)c(CO)c1Sc1ccc(F)cc1	1.1%
C[C@](O)(C(=O)Nc1ccc(S(=O)(=O)c2ccccc2)cc1)C(F)(F)F	6.7%

(continued)
SMILES	ERK EGF block
COc1ccc(N(C)S(=O)(=O)c2cccc(C(=O)Nc3cc(OC)ccc3OC)c2)cc1	12.3%
Cc1cc(C)c(C(=O)O)c(Cl)n1	u
Clc1ccc(-c2cc(C3CCNCC3)[nH]n2)c(Cl)c1	u
O=C(Cc1ccccc1)NNC1CC(=O)N(c2ccccc2)C1=O (configuration not stated)	0.6%
C/C(=N\NC(=O)CCc1c(C)n[nH]c1C)c1ccc([N+](=O)[O-])cc1	-2.9%[57.5 µM]
COc1cccc(OCc2cc(/C=N/n3cncn3)ccc2OC)c1	-17.2%[57.5 µM]
COc1cc(NS(C)(=O)=O)cc(OC)c1OC	-9.2%
Cc1cc(NC(=O)CSc2nnc(NCc3ccccc3)s2)no1	-6.5%[57.5 µM]
C=CCN(c1ccccc1OC)S(=O)(=O)c1ccc(Cl)c(C(=O)Nc2ccc(N3CCOCC3)cc2)c1	0.4%
CCc1ccc2c(c1)cc(C)c1nnc(SCC(=O)Nc3cc(OC)c(OC)cc3C(=O)O)n12	0.4%
Cc1cccc(NC(=O)CN2C(=O)S/C(=C\c3cc(C)n(C)c3C)C2=O)c1	6.7%
NS(=O)(=O)c1ccc(CCNC(=O)c2ccc3ccccc3n2)cc1	-4.1%
CCN(CC)C(=O)CN(C#N)c1nc(C)cc(C)n1	-0.1%
O=C(C[n+]1cccc(/C=N/O)c1)N(Cc1ccccc1)Cc1ccccc1	14.8%[57.5 µM]
Cc1cccc(OCCCCNCc2ccccc2)c1	u
NS(=O)(=O)c1ccc(NC(=O)/C=C/c2cn(-c3ccccc3)nc2-c2cccc(Cl)c2)cc1	-2.9%
Cc1ccc(S(=O)(=O)NNC(=O)c2sc(=S)n(C)c2C)cc1	-2.4%
CSCC(O)Cn1ncc2ccccc2c1=O (configuration not stated)	-5.8%[57.5 µM]
CC(C)(C)c1ccc(Oc2ccc(NC(=O)CCCC(=O)O)cn2)cc1	-4.4%[57.5 µM]
Cc1cccc(N=Cc2c(O)cc(C)oc2=O)c1	u
CC(=O)Oc1ccc(C(=O)c2ccccc2)c(OC(C)=O)c1	u
C=CCNC(=O)/C(C#N)=C/c1c(N(Cc2ccccc2)Cc2ccccc2)nc2ccccn2c1=O	12.9%
CC1SCC(=NOCc2c(Cl)cccc2Cl)CS1 (configuration not stated)	3.1%[57.5 µM]
COc1ccc(CCNC(=O)CSc2nccc(=O)[nH]2)cc1OC	1.4%
COC(=O)c1sccc1NC(=O)c1ccc(OC)cc1OC	-8.8%
N=C1/C(=C\c2ccc(-c3cccc(C(=O)O)c3)o2)C(=O)N=C2SC=C(c3ccccc3)N12	-1.7%[57.5 µM]
Cc1ccccc1S(=O)(=O)N(CC(O)CN1C(=O)NC(C)(C)C1=O)c1ccccc1 (configuration not stated)	-13.6%[57.5 µM]
Cc1c(C(=O)N2c3ccccc3Sc3ccccc32)cccc1[N+](=O)[O-]	9.1%
Nc1ccc(Oc2ccc(F)cc2)nc1	-0.1%[57.5 µM]
COC(=O)c1ccccc1NC(=O)Cn1c(=O)n(Cc2ccccc2)c(=O)c2c(C)c(C)sc21	4.2%
Cc1cc(=O)oc2cc(OCc3ccc(C(=O)OCC(=O)N(C)C4CCS(=O)(=O)C4)cc3)ccc12 (configuration not stated)	1.6%[57.5 µM]
Nc1nc(NCCCN2CCOCC2)nc(NCc2ccccc2)c1[N+](=O)[O-]	13.8%[57.5 µM]
CCc1ccccc1Nc1nc2ccccc2n1C	1.6%
CN(C)CCCN(Cc1ccccc1)C(=S)NCc1ccccc1	9.1%
O=C(Nc1ccc(OC(F)F)c(Cl)c1)c1ccccn1	-6.8%
COc1cccc(CNC(=S)Nc2cc(C)cc(C)c2)c1	-3.2%
C=CCNc1nc(C2(C)CC3(CC(C)OC3=O)C(=O)O2)cs1 (configuration not stated)	18.4%
